HGIII-sPLA2 inh: Blocks human group III sPLA2 activity. Q9NZ20. QFRET BODIPY PC-A2 liposome hydrolysis, fluorescence. inhibition, % at 12.2 µM. 0.56% of 370,000 active;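 active means inhibition above mean plus 3 SD of compounds lying within the high and low control bounds, cut at about 19% in these data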;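 further: 0% = median of test compound wells and 100% = no enzyme DMSO wells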
Target sequence (Q9NZ20 whole entry, looked up): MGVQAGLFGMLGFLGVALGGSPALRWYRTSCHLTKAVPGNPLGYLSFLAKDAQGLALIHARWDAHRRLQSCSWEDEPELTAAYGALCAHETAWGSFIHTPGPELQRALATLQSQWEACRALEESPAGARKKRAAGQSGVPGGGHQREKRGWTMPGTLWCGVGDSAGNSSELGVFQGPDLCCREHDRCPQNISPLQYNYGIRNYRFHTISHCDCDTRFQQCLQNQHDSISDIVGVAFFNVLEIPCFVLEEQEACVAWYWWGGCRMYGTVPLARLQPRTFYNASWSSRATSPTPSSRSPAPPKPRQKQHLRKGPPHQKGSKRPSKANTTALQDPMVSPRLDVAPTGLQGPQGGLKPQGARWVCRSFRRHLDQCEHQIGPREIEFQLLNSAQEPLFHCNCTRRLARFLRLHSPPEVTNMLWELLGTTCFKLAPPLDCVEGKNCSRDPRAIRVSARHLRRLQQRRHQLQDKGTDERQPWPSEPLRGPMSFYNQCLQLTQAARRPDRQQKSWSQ
GAA850 FXN act: activators of GAA850 frataxin (FXN) promoter. HEK293 lucGAA850 FXN promoter luciferase reporter, 24 h; percent of 10 µM SAHA response. activation, % at 6 µM. 0.56% of 360,000 active;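 active means activation above the average of all compounds screened plus 3 SD, cutoff fixed separately per campaign, cut at about 7.5% in these data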;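 further: 0% = DMSO wells and 100% = 10 µM SAHA wells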
PG9 binder: small molecules binding HIV-1 gp120 antibody PG9. 0.43% of 360,000 active. TR-FRET gp120-PG9 antibody binding. inhibition, % at 6.7 µM; in the data active means inhibition above about 8.5%
hcDAF12 agonist: H. contortus DAF-12 activation, primary screen; activation, % at 6.8 µM; 1.4% of 370,000 active; HEK293 hcDAF-12 lit1-tk-luc reporter, luminescence; 0% DMSO, 100% Δ7-dafachronic acid;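 active means activation above the mean of all tested compounds plus 3 SD, cut at about 5.5% in these data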;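 further: 100% = response to 3 µM Δ7-dafachronic acid high control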
DAX1 inh-1: NR0B1 (DAX1) inhibition. P51843. HEK293 Gal4-DAX1 luciferase reporter, luminescence. inhibition, % at 6.75 µM. 0.99% of 340,000 active. AID 504766;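 active means inhibition above the mean over all tested compounds plus 3 SD, cut at about 4.2% in these data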;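 further: 0% = DAX1-transfected cells with DMSO and 100% = empty-vector control cells with DMSO; inhibition shows as a rise in luminescence from relieved DAX1 repression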
DAX1 inh-2: inhibitors of DAX1 repression of SF-1 activated StAR promoter | HEK293T StAR-luciferase reporter, SF-1/DAX-1 repression relief | inhibition, % at 6.8 µM | 1.1% of 370,000 active | AID 652010;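 active means inhibition above the mean over all tested compounds plus 3 SD, cut at about 3.6% in these data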;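 further: 0% = DAX-1 cells with DMSO and 100% = cells lacking DAX-1 with DMSO; higher inhibition means more luminescence from relief of DAX-1 repression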
SMARCA2 act: SMARCA2 function activation, primary screen | AID 652017 | activation, % at 9.1 µM | 1% of 370,000 active | MG213 cells, MMTV-luciferase reporter, dexamethasone, overnight; in the data active means activation above about 7.8%;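 further: 0% = vehicle wells and 100% = reference activator wells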
ssDAF12 agonist: activates DAF-12 receptor from parasite S. stercoralis; HEK293 ssDAF-12/GRIP1 lit1-tk-luc reporter, luminescence; % of 3 µM dafachronic acid response; activation, % at 6.8 µM; 1% of 370,000 active; AID 652126;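 active means activation above the mean over all tested compounds plus 3 SD, cut at about 0.9% in these data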;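 further: 0% = DMSO-only wells and 100% = 3 µM delta7-dafachronic acid wells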
hgDAF-12 ag: hgDAF-12 agonism, primary luciferase screen; 1.8% of 370,000 active; HEK293 GAL4-hgDAF12 UAS-luciferase reporter, agonist luminescence; normalized to butyrate control; activation, % at 6.8 µM; AID 687014;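 active means activation above a cutoff set at the mean of all screened compounds plus 3 SD, cut at about 10% in these data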;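 further: 0% = DMSO wells and 100% = sodium butyrate wells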
Rev-erbA mod: modulators of human Rev-erb alpha DNA binding; P20393; Rev-erbα–FITC-DNA binding, fluorescence polarization, 90 min; 0.79% of 370,000 active; activity, % at 10 µM;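 active means activity above about 14%, limit read from the data; passing the limit was not always enough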;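 further: 0% = DMSO wells with 35 nM protein and 100% = DMSO wells with 750 nM protein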
Target sequence (P20393 whole entry, looked up): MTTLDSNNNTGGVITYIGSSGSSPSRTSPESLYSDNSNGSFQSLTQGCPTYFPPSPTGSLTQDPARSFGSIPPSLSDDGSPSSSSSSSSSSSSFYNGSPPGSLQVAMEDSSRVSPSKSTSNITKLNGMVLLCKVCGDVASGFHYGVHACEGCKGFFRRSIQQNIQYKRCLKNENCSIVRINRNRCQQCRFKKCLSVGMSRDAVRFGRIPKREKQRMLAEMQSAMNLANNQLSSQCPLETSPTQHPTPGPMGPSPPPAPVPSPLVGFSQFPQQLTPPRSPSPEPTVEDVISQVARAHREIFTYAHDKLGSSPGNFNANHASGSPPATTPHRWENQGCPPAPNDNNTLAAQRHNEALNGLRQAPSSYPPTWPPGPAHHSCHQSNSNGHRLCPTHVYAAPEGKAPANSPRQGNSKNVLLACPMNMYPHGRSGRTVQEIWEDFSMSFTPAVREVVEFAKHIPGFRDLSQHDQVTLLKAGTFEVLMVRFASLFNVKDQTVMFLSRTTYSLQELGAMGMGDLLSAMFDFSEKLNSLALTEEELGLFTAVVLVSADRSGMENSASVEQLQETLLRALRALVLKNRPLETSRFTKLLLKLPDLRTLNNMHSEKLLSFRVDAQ
PLCb3 inh: PLC-beta3 (human) inhibition, primary screen; Purified PLC-beta3, fluorogenic substrate, fluorescence; inhibition, % at 12.2 µM; 0.18% of 370,000 active; in the data active means inhibition above about 11%;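 further: 0% = median of compound wells on plate and 100% = full blocker control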
Active calls of the source: *; nt = no result given. This is a random part of the collection; any-hit rate near 7%.

SMILES	HGIII-sPLA2 inh	GAA850 FXN act	PG9 binder	hcDAF12 agonist	DAX1 inh-1	DAX1 inh-2	SMARCA2 act	ssDAF12 agonist	hgDAF-12 ag	Rev-erbA mod	PLCb3 inh
CC(C)(COC(=O)C(c1ccccc1)c1ccccc1)CN1CCOCC1	-7	3.6	1.4	2.2	0.5	-1.5	-1	-1.0	4.3	-1	1
COc1ccc(C(=O)Nc2cccc(C(=O)N3CCCCC3)c2)cc1	-5	-0.5	-1.8	2.1	-0.6	-0.2	-1	-0.7	-1.4	-4	-4
CCc1nn(CCCC(=O)NCc2ccc(OC(C)C)cc2)c(=O)c2cc3occc3n12	-1	-0.4	2.5	-3.7	0.2	0.0	-4	-1.7	-2.0	0	-13
COc1ccc2ncc(OC(C)=O)cc2c1	4	2.9	0.6	2.0	0.3	0.2	1	-0.8	4.7	-4	-27
COc1ccccc1CC(=O)Nc1ccc(S(=O)(=O)N2CCN(C)CC2)cc1	7	-0.5	-0.5	-2.0	0.1	0.5	-2	-1.0	0.0	3	-9
COCC(C)N=CC1=C(O)CC(C)(C)CC1=O (stereo unspecified)	0	-1.2	-1.4	-0.3	0.9	0.5	-1	-1.4	3.9	-6	-1
CCCCCCCNC(=O)C1(CC2CC(c3ccccc3)=NO2)CCNCC1 (stereo unspecified)	-8	1.9	0.1	-1.2	0.9	0.1	1	-1.1	-0.7	-1	1
Cc1cc(C(=O)NC(=S)Nc2cccc(NC(=O)C(C)C)c2)ccc1[N+](=O)[O-]	9	3.0	-1.2	-3.9	-1.3	0.2	-3	-1.1	1.2	-8	-1
Cc1ccc(C(=O)c2coc3c2C(=O)C(=O)c2ccccc2-3)cc1	-5	-1.0	-3.0	3.3	1.9	1.6	-4	-0.6	6.3	3	4
COc1ccc(N(C(=O)COc2ccc(C)cc2)S(=O)(=O)c2ccc(C)cc2)cc1	-12	0.6	-1.2	-1.4	-1.5	-0.2	1	-1.1	0.1	0	3
Cc1ccc(C)c(-n2nnnc2SCC(=O)NNC(=O)c2ccco2)c1	-3	1.2	-2.7	0.9	1.9	0.7	-1	-1.3	-4.4	4	0
CCCN1CCN(C(=O)C2CCN(c3ncnc4c3nc3n4CCCCC3)CC2)CC1	-5	-1.5	-0.2	-1.2	-0.4	0.0	-2	-1.3	-0.9	0	-6
COC(=O)C1CCN(C(=O)COC(=O)/C=C/c2ccc(O)c(OC)c2)CC1	0	0.4	0.7	1.0	0.5	8.5*	0	-0.5	-2.4	0	-41
COc1ccccc1CNC(=S)Nc1ccc2nc(N3CCN(C)CC3)cc(C)c2c1	-10	-3.4	-2.2	-2.6	-1.1	-0.6	-3	-1.2	0.0	6	-32
COc1ccc(N(CC(=O)Nc2ccccc2F)S(=O)(=O)c2ccc(C)c([N+](=O)[O-])c2)cc1	-18	0.3	-1.7	-0.5	-0.8	-0.8	-3	-1.7	-0.6	7	2
Cc1ccc(NC(=O)CN2C(=O)N/C(=C\c3cccnc3)C2=O)cc1	2	2.6	0.2	-0.5	0.6	0.6	-3	-1.2	0.5	2	-2
O=[N+]([O-])c1cccc(S(=O)(=O)c2ccc(NCCOCCO)c([N+](=O)[O-])c2)c1	-7	2.5	0.0	-2.8	-2.1	-0.4	2	-1.6	-1.1	-4	-6
O=c1cc(CN2CCN(Cc3ccccc3)CC2)c2cc(Cl)ccc2o1	0	2.3	-2.3	-0.7	-0.1	0.1	0	-0.7	0.1	-2	-1
CCC1=C(OC(=O)N(CC)CC)N2C(=O)OC(=NCCc3c[nH]c4ccccc34)[C@]2(Cc2ccccc2)[C@H]2C1=CC[C@H]1C(=O)N(CC(=O)OC)C(=O)[C@H]12	-73	-3.0	-1.5	0.3	0.8	0.5	2	-1.2	1.5	8	4
C=CCn1c(=O)c(C(=O)Nc2ccc(C)cn2)c(O)c2ccccc21	-1	1.2	1.2	-0.3	0.2	0.2	-1	-1.2	1.9	5	-4

Two of the compounds above, with values under each structure.
Second line of a record: HGIII-sPLA2 inh, GAA850 FXN act, PG9 binder, hcDAF12 agonist, DAX1 inh-1, DAX1 inh-2, SMARCA2 act, ssDAF12 agonist, hgDAF-12 ag, Rev-erbA mod, PLCb3 inh
> COc1ccc(N(C(=O)COc2ccc(C)cc2)S(=O)(=O)c2ccc(C)cc2)cc1
  -12, 0.6, -1.2, -1.4, -1.5, -0.2, 1, -1.1, 0.1, 0, 3
> Cc1ccc(C)c(-n2nnnc2SCC(=O)NNC(=O)c2ccco2)c1
  -3, 1.2, -2.7, 0.9, 1.9, 0.7, -1, -1.3, -4.4, 4, 0

Going on with the list:
SMILES	HGIII-sPLA2 inh	GAA850 FXN act	PG9 binder	hcDAF12 agonist	DAX1 inh-1	DAX1 inh-2	SMARCA2 act	ssDAF12 agonist	hgDAF-12 ag	Rev-erbA mod	PLCb3 inh
Cc1ccc(NC(=O)OC[C@@H]2CSCCS(=O)(=O)N2)cc1	-2	nt	-0.4	1.9	nt	1.8	2	0.0	1.9	-7	3
CCCCNC(=O)Cn1cnc2sc(C)c(S(=O)(=O)N3CCN(c4ncccn4)CC3)c2c1=O	9	2.0	-3.5	-1.1	-0.5	0.7	-4	-0.7	-2.9	-1	-2
O=C(c1ccccc1)N1CCn2c1nc1ccccc12	-3	1.7	1.9	0.7	2.2	0.2	0	-0.7	2.2	-9	2
CNC(=O)c1c2c(nc3ccc(Br)cc13)CCCC2	-2	2.8	7.9	-0.9	1.3	-0.6	5	-1.7	-0.6	12	3
O=C(COC(=O)c1cccs1)Nc1ccccc1C(F)(F)F	0	0.9	2.1	-1.9	3.5	-0.2	0	-1.1	-0.1	0	1
C[C@@H]1CN([C@H](C)CO)C(=O)c2cc(C#Cc3ccccc3F)cnc2O[C@@H]1CN(C)S(=O)(=O)c1ccccc1F	5	-0.3	-2.2	-0.3	0.1	0.1	-3	-1.1	3.3	-1	1
CC(C)Nc1nc(-c2cccnc2)nc(-c2ccccc2)c1C#N	5	1.2	0.3	-3.0	2.3	-1.0	-2	-0.9	1.6	23*	-3
COc1ccc(-c2c(NC(=O)CC(C)C)n(C)c3ccccc3c2=O)cc1OC	-1	-0.2	-0.3	0.8	-0.2	0.8	-4	-0.7	0.3	1	-20
Cc1cc(Cl)c2oc(C(=O)N3CCN(c4cnccn4)CC3)c(C)c2c1	-8	2.4	-1.9	0.1	0.1	2.9	-6	-0.5	8.7	-1	-10
Cc1ccc(C(=O)C2=C(O)C(=O)N(c3ncccn3)C2c2ccc(F)cc2)o1 (stereo unspecified)	-9	1.9	16*	0.2	1.1	0.4	-3	-2.1	-1.7	6	-50
COc1ccc(/C=N/NC(=O)c2cccc(NC(=O)c3ccccc3Cl)c2)c(OC)c1	-1	2.3	-2.2	0.3	-0.8	0.2	1	-1.5	1.3	-4	-31
COc1ccc(-n2cc(-c3ccc(Cl)cc3)[nH]c2=S)cc1	0	5.0	2.7	0.8	3.3	1.2	8	-0.5	7.5	5	0
CC(=O)c1c(C)[nH]c(C(=O)CSc2nnc(-c3cccs3)n2Cc2ccccc2)c1C	-21	-2.7	-0.5	-0.9	-2.1	-1.1	-5	-1.9	-2.9	-6	-3
COc1ccc(C)cc1N(C(=O)c1ccccc1)c1nc2ccccc2s1	-1	-4.9	-2.1	3.5	-0.3	-0.3	0	0.3	1.4	1	1
Cc1ccc(NC(=O)CN2C(=O)NC(C)(CC(C)C)C2=O)cc1F (stereo unspecified)	-4	0.5	-0.5	0.1	-0.5	-0.8	2	-1.3	5.5	-2	2
CCCNC(=O)/C=C/c1ccc(S(=O)(=O)Nc2ccccc2OC)cc1	-3	0.6	1.3	-2.8	-0.7	-0.7	-3	-1.2	-0.6	2	2
Cc1cc(C)c(C(=O)CSc2nnc(N)s2)c(C)c1	-22	2.5	-2.2	-1.5	0.6	1.7	-2	-1.2	0.8	2	-6
COc1ccc(-c2cc(C(=O)Nc3c(C)nn(Cc4ccc(Cl)cc4)c3C)no2)cc1	1	0.8	0.4	-0.3	0.4	0.0	-2	-2.3	0.3	1	2
COc1ccccc1C(=O)N/N=C/c1ccc(Cl)s1	7	4.0	0.0	1.3	-0.3	0.6	4	-0.8	1.7	3	2
CCOC(=O)C1(C)C=C(Nc2ccc(O)cc2)C(=O)N1c1ccc(O)cc1 (stereo unspecified)	-18	0.5	-4.0	-1.9	-1.1	-0.1	-4	0.2	0.5	4	-54
O=C1NN(c2ccc(Br)cc2)C(=O)/C1=C\c1ccc(O)cc1O	-11	0.9	-1.0	-0.3	1.5	0.7	0	-0.7	2.7	11	-87
O=C(/C=C/c1cccc(Cl)c1)N1CCC(Cc2ccccc2)CC1	-9	1.6	-1.3	-2.1	-0.1	0.4	1	-0.1	3.9	-2	3
Cc1onc(-c2c(F)cccc2Cl)c1C(=O)N1CCCc2ccccc21	4	-2.7	-0.6	0.2	2.2	-0.1	-2	-0.7	-1.4	-1	3
N#Cc1ccc(C(=O)Nc2nnc(-c3ccco3)o2)cc1	4	-0.4	-1.2	-0.1	0.2	-0.2	5	-2.1	7.2	-3	-4
COc1ccc(S(=O)(=O)N(CC(=O)NCc2ccco2)c2ccccc2)cc1OC	2	0.1	1.6	-0.1	-0.4	-0.9	2	-0.9	-2.5	-6	-1
Cc1ccccc1N1CCN(c2ncnc3scc(-c4cccs4)c23)CC1	0	0.8	-0.7	-1.4	-0.2	0.0	0	-1.9	-0.7	2	2
COc1ccc(NC(=O)c2cnc(NS(=O)(=O)c3ccccc3)nc2)cc1	-5	-0.7	-1.0	-2.4	-0.8	0.0	-2	-1.1	0.2	-6	-3
CCOC(=O)C1=CN(Cc2ccco2)S(=O)(=O)N(C)C1c1ccc(C(F)(F)F)cc1 (stereo unspecified)	-30	1.3	1.3	-2.2	-1.1	0.3	-2	-1.8	-0.1	-2	1
CN1CCC2(CC1)NC(=O)NC2=O	7	2.2	-2.0	-1.3	0.1	-0.3	-1	-1.2	0.6	8	0
CCOC(=O)c1nn(-c2ccccc2)c(C#N)c1NC(=O)c1nn(CC)cc1Br	2	1.5	1.2	-0.9	-0.4	-0.4	-1	-0.1	-1.1	4	0
O=C(O)c1ccc(COc2ccc(Cl)cc2)o1	-2	-0.1	2.0	-0.6	0.6	1.8	4	-0.7	1.3	5	-1
Nc1cc(OCc2ccccc2)ccc1OCc1ccccc1	5	3.8	-0.6	1.1	2.5	4.7*	9.4*	-0.1	4.3	-2	1
Cc1ccc(NC(=O)C(=O)NCc2ccco2)c(C)c1	0	4.9	-1.3	1.9	1.0	1.7	9.3*	-1.1	6.3	-4	-2
Cc1ccc(-c2nc(SCC(=O)Nc3cc(S(=O)(=O)N4CCCCC4)ccc3Cl)n[nH]2)cc1	-43	0.2	-0.2	1.8	-3.0	-1.6	-3	-1.3	1.2	0	-2
C=CCC(O)(CCN1CCCCC1)c1ccccc1 (stereo unspecified)	-2	-0.6	-0.6	-0.2	0.3	-0.7	-1	-1.4	-1.7	-1	4
O=C(N/N=C/c1ccc(Cl)c([N+](=O)[O-])c1)C1CC1	-1	2.7	-2.2	-2.1	1.1	-0.3	3	-0.1	-2.0	-2	4
COC(=O)c1ccc(/C=N/NC(=O)CC(=O)NC2CCCCC2)cc1	-9	1.0	-4.6	0.7	-0.4	-0.1	-1	-1.3	-0.6	1	-1
Cc1cccc(C)c1NC(=O)C(NC=O)c1ccc(Cl)cc1 (stereo unspecified)	1	0.8	-0.3	-0.3	-0.2	-1.1	0	-0.5	0.1	-5	4

Bioassay records deposited in PubChem BioAssay by several laboratories.
